# Screens from PubChem.
# KLK5 inh = human KLK5 protease inhibitors, primary screen, biochemical, 1536-well; Kallikrein-5 (Homo sapiens), Q9Y337; recombinant hK5, fluorogenic AMC substrate cleavage; inhibition, % at 5 µM; hit rate 0.59% among 210,000; AID 873, 2007;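 active = inhibition of 40% or more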;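 note: 0% = enzyme controls without compound and 100% = no-enzyme blanks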
# Target sequence (Q9Y337 67-293 limits assumed): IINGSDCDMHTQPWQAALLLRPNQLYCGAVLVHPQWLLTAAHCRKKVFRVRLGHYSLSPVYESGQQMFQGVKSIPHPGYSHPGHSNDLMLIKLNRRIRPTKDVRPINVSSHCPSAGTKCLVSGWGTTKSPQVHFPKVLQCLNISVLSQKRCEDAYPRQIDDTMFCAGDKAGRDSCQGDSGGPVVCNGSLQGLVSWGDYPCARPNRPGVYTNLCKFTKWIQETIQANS
# FXIIa inh 1536 = human FXIIa protease inhibitors, primary screen, biochemical, 1536-well; Coagulation factor XII (Homo sapiens), P00748; purified FXIIa, Boc-QGR-AMC fluorogenic substrate, 2 h; inhibition, % at 5 µM; hit rate 0.3% among 220,000; in the data active = inhibition above about 40%;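 note: 0% = enzyme with no compound and 100% = blank without enzyme; many of its hits are not listed in these tables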
# thrombin 1536 = human alpha-thrombin inhibitors, primary screen, counter-screen for coagulation protease inhibitor project, biochemical, 1536-well, fluorogenic AMC substrate | Prothrombin (Homo sapiens), P00734 | Boc-VPR-AMC fluorogenic substrate cleavage | inhibition, % at 5 µM | hit rate 0.26% among 220,000;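 active = inhibition at or above 40%; inactive = inhibition below 40%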;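 note: 0% = enzyme with no compound and 100% = wells without enzyme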
#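 Material: human alpha-thrombin protein. Incubation: reaction at ambient temperature. Technique: fluorescence of released AMC, ex 355 nm, em 460 nm. Control set: no-compound enzyme wells and no-enzyme blanks. Also added: Boc-VPR-AMC substrate, 15 µM final. Buffer or medium: pH 7.5 Tris (50 mM) with NaCl 150 mM, Tween 20 0.05%.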
# FXIa inh 1536 = human FXIa protease inhibitors, primary screen, biochemical, 1536-well; Coagulation factor XI (Homo sapiens), P03951; purified FXIa, Boc-Glu-Ala-Arg-AMC fluorogenic substrate; inhibition, % at 5 µM; hit rate 0.14% among 220,000; AID 798, 2007;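 active = inhibition of at least 40%; inactive = inhibition below 40%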;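 note: fluorescence of freed AMC excited at 355 nm; 0% = enzyme without compound and 100% = no enzyme blank; many of its hits are not listed in these tables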
# Rad51 HR inh = human RAD51 strand exchange inhibitors, primary screen, biochemical, fluorescence. hit rate 0.085% among 200,000. hRad51 DNA strand exchange, fluorescence dequenching. DNA repair protein RAD51 homolog 1 (Homo sapiens), Q06609. AID 1385, 2008. inhibition, % at 10 µM;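 active = inhibition above 40% at the single screening dose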;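 note: 0% = DMSO control wells and 100% = blanks with heterologous ssDNA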
# Target sequence (Q06609 whole entry, looked up): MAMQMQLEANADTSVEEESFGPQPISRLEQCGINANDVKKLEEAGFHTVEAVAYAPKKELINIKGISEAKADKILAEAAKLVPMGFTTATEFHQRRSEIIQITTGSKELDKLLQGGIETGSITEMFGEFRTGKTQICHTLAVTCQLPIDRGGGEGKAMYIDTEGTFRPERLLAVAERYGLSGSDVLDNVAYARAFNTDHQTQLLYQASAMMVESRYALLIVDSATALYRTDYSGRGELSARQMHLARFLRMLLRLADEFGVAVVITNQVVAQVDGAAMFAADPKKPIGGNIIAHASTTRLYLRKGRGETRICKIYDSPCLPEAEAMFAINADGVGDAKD
#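 Material: Human Rad51 nucleoprotein filaments preassembled on unlabelled ssDNA | Also added: Labelled 47-mer dsDNA for strand exchange | Dosing: Single dose, 10 µM final compound | Schedule: 30-min compound preincubation and 15-min exchange, both room temperature | Technique: Fluorescence dequenching at 485/520 nm | Measure: Percent inhibition relative to plate controls and blanks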
# TNF necrop inh = inhibitors of TNF-alpha triggered necroptosis, primary screen, cell-based, Jurkat FADD-/-, single concentration; Jurkat FADD-/- TNF necroptosis rescue, ATP luminescence, 24 h; 0 = TNF only, 100 = no-TNF cells; activation (protection from cell death), % at 10 µM; hit rate 0.068% among 220,000;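 active = activation, meaning protection from cell death, of at least 50% relative to plate controls; inactive = activation below 50%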;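 note: necroptosis triggered by 40 ng/mL TNF-alpha added together with compound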
# Hck Nef HTS = inhibitors of Nef-activated human Hck kinase, primary screen, biochemical, Z-Lyte FRET, 384-well, Hck-YEEI | Tyrosine-protein kinase HCK (Homo sapiens), P08631 | Recombinant Hck-YEEI plus Nef, Z-Lyte FRET kinase assay | inhibition, % at 20 µM | hit rate 0.68% among 220,000 | AID 463187, 2010;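 active = Hck-Nef kinase inhibition above about 50%, limit read from the data; inactive = inhibition below that limit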;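 note: 0% = DMSO with Hck plus Nef and 100% = Hck alone without Nef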
# Target sequence (P08631 whole entry, looked up): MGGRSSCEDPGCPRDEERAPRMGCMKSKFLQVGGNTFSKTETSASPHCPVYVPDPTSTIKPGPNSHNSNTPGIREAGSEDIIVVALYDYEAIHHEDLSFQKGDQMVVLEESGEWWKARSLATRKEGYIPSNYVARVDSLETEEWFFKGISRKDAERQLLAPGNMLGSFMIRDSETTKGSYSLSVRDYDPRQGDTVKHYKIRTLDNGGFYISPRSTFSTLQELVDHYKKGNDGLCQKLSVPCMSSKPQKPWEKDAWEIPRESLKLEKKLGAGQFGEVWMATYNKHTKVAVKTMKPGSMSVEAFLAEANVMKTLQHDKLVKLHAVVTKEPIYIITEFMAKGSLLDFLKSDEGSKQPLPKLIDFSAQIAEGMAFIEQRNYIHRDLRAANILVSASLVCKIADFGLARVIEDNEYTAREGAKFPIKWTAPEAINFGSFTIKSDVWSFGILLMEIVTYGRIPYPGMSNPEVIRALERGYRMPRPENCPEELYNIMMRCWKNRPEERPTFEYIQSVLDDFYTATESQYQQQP
# zVAD death inh = inhibitors of zVAD-triggered necroptosis, primary screen, L929 cells; hit rate 0.38% among 220,000; AID 1377, 2008; viability rescue, % at 10 µM; L929 zVAD necroptosis rescue, ATP luminescence, 24 h; with zVAD 60 µM;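 active = activation, scaled between plate controls, above about 75%, limit read from the data; inactive = activation under that limit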;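 note: 0% = zVAD with DMSO and 100% = DMSO alone without zVAD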
# KCC2 mod = KCC2 cotransporter modulators, thallium flux, primary screen, cell-based, HEK293 KCC2, FluoZin-2 fluorescence, MLSMR; Solute carrier family 12 member 5 (Homo sapiens), Q9H2X9; KCC2 cells, thallium flux FluoZin-2 fluorescence; B-score of Tl+ flux slope (higher = more flux/activation; lower = inhibition) at 10 µM; hit rate 2.2% among 190,000; AID 1456, 2008;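 active = thallium flux slope and its plate-corrected score both differing from the plate sample mean at a set confidence after two filtering rounds, in either direction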;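 note: slope of fluorescence scaled to starting intensity during 10 to 20 s after thallium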
# An asterisk follows results filed as active; . = no result given.
SMILES,KLK5 inh,FXIIa inh 1536,thrombin 1536,FXIa inh 1536,Rad51 HR inh,TNF necrop inh,Hck Nef HTS,zVAD death inh,KCC2 mod
O=C(O)C1C2C=CC(C2)C1C(=O)NCCc1ccccc1 (stereo unspecified),-31,5,0,-18,0,-1.9,1,-0.2,1.4
CC(C)c1ccc(OCC(=O)N2CCCCCC2)c(Br)c1,-7,0,-4,-4,3,0.4,6,2.4,-2.2
CCOC(=O)c1cc(-c2csc(Nc3ccccc3Cl)n2)on1,5,2,-5,5,19,0.0,6,0.8,-0.96
Cc1cccc(C)c1-n1c(C)nn(CC2CC2)c1=O,-5,2,-3,-6,3,0.2,20,2.7,0.6
O=C(c1ccncc1)c1nccn1-c1ccccn1,-17,15,-9,0,1,-0.1,0,0.1,.
Cc1cccc(N2CCN(C(=O)c3cc(S(=O)(=O)N(C)C)ccc3N3CCCC3)CC2)c1C,1,9,-7,2,-9,-1.1,21,3.6,0.13
COc1cccc(-n2c(=O)c3c(C)c(C(=O)N(C)C)sc3n(CC(=O)NCCc3ccc(OC)c(OC)c3)c2=O)c1,-2,6,-8,1,7,0.9,26,0.7,1.4
Cn1cc(-c2nnnn2-c2ccc(Cl)cc2)c(C(F)(F)F)n1,-1,22,4,9,-7,-4.3,1,0.8,-0.044
Cc1cc(S(=O)(=O)N(Cc2ccccc2Cl)c2ccc3c(c2)CCC3)ccc1-n1cnnn1,-8,13,-1,8,.,3.8,3,-0.1,-0.28
CC(C)(C)c1ccc(C(=O)Nc2ccc(O)c3c(=O)cc(-c4cccc(Cl)c4)oc23)cc1,1,6,0,1,2,-4.9,25,0.5,2.1
CCOC(=O)c1c(N2C(=O)Nc3ccccc3N2O)sc2c1CCCC2,-27,7,-8,0,-4,0.9,4,1.6,-1.5
O=C(NC(Cc1ccccc1)C(=O)O)c1ccco1 (stereo unspecified),1,6,-18,-2,-6,-0.2,21,2.2,1.9
Cc1ccc2c(c1)NC(=O)C(CC(=O)NCCN(C)C)O2 (stereo unspecified),-1,2,-4,-3,2,-3.1,-1,-0.1,.
O=C(CSc1nnc(-c2ccc(O)cc2)n1-c1ccccc1)CC(=O)Nc1ccccc1,-14,20,-3,18,10,1.7,4,0.5,-0.5
CCOc1ccc(OCCN2CCCCC2)cc1,-1,15,1,6,.,2.6,6,-0.1,0.46
Cc1ccccc1C(=O)Nc1ccc(S(=O)(=O)Nc2onc(C)c2C)cc1,0,6,-2,-3,9,1.6,18,0.8,-0.15
CCC(=O)Nc1ccc(-c2ccc(NC(=O)CC)c(OC)c2)cc1OC,-2,5,1,-1,-12,-1.1,21,1.1,0.006
Cc1cc(C)c2c(CN3CCN(C)CC3)cc(=O)oc2c1,-21,11,2,2,0,1.2,0,-0.8,.
Cc1cc(C)n2c(SCC(=O)Nc3cc(C)on3)nnc2n1,-29,7,1,6,-11,0.0,-1,-0.4,0.16
CCCCNC(=O)CNC(=S)N(Cc1ccccc1)Cc1cccs1,0,7,-4,1,2,-2.4,17,-0.6,0.13
CC(C)c1ccc(C(C(=O)NC2CCCC2)N(C(=O)CNC(=O)c2ccco2)c2cccnc2)cc1 (stereo unspecified),-14,4,-5,-2,13,-1.3,8,0.1,-0.012
Cc1nnc(SCCCn2c(N3CCN(c4ccccc4)CC3)nc3c2c(=O)[nH]c(=O)n3C)s1,-1,12,-2,2,7,-8.0,-1,-0.3,0.62
COc1ccc(/C=N/NC(=O)c2cc(-c3cccnc3)nc3ccccc23)c(OC)c1,4,10,-8,5,9,0.1,23,1.1,0.65
COC(=O)c1cc2c(ccn2-c2ccc(F)cc2)n1CC(=O)OC(C)C,15,19,4,-4,5,1.5,12,27,0.85
COc1ccc(-c2csc(=Nc3ccccc3)n2CCO)cc1,-13,8,-3,-1,.,-7.6,-9,.,-0.24

# Single records, from the list above. Order of values: KLK5 inh | FXIIa inh 1536 | thrombin 1536 | FXIa inh 1536 | Rad51 HR inh | TNF necrop inh | Hck Nef HTS | zVAD death inh | KCC2 mod
# Cc1cc(C)n2c(SCC(=O)Nc3cc(C)on3)nnc2n1 as listed: -29 | 7 | 1 | 6 | -11 | 0.0 | -1 | -0.4 | 0.16
# COc1ccc(/C=N/NC(=O)c2cc(-c3cccnc3)nc3ccccc23)c(OC)c1 as listed: 4 | 10 | -8 | 5 | 9 | 0.1 | 23 | 1.1 | 0.65
# Cc1cc(S(=O)(=O)N(Cc2ccccc2Cl)c2ccc3c(c2)CCC3)ccc1-n1cnnn1 as listed: -8 | 13 | -1 | 8 | . | 3.8 | 3 | -0.1 | -0.28
# Cc1ccc2c(c1)NC(=O)C(CC(=O)NCCN(C)C)O2 (stereo unspecified) as listed: -1 | 2 | -4 | -3 | 2 | -3.1 | -1 | -0.1 | .
# CC(C)c1ccc(OCC(=O)N2CCCCCC2)c(Br)c1 as listed: -7 | 0 | -4 | -4 | 3 | 0.4 | 6 | 2.4 | -2.2

# Part of the list above, showing only KLK5 inh, Hck Nef HTS and KCC2 mod:
Molecule,KLK5 inh,Hck Nef HTS,KCC2 mod
Cc1nnc(SCCCn2c(N3CCN(c4ccccc4)CC3)nc3c2c(=O)[nH]c(=O)n3C)s1,-1,-1,0.62
COc1ccc(/C=N/NC(=O)c2cc(-c3cccnc3)nc3ccccc23)c(OC)c1,4,23,0.65
COC(=O)c1cc2c(ccn2-c2ccc(F)cc2)n1CC(=O)OC(C)C,15,12,0.85
COc1ccc(-c2csc(=Nc3ccccc3)n2CCO)cc1,-13,-9,-0.24

# Carrying on:
SMILES,KLK5 inh,FXIIa inh 1536,thrombin 1536,FXIa inh 1536,Rad51 HR inh,TNF necrop inh,Hck Nef HTS,zVAD death inh,KCC2 mod
COc1ccc(C(=O)CSc2nnc(-c3ccoc3C)n2CC2CCCO2)cc1 (stereo unspecified),-15,22,-2,3,-2,-2.9,-1,0.0,-0.092
CCOc1ccc2nc(NC(=O)COC)sc2c1,3,0,-9,-9,-7,0.6,3,60,0.33
CCSCCOC(=O)C1=C(C)NC2=C(C(=O)CCC2)C1c1coc2ccccc2c1=O (stereo unspecified),-1,8,4,7,0,-2.1,3,-0.6,.
Nc1ccc(NC(=O)c2ccco2)c(Cl)c1,15,8,-7,-4,-8,-0.5,22,-0.4,.
COc1ccc(CN2CCNC(=O)C2CC(=O)N(C)Cc2nccn2C)cc1OC (stereo unspecified),.,6,-5,-1,.,0.0,-10,-0.1,.
COc1ccc(NC(=O)CN2C(=O)/C(=C3\SC(=S)N(C4CCS(=O)(=O)C4)C3=O)c3ccccc32)cc1 (stereo unspecified),2,1,0,2,19,-22,99*,-0.4,0.95
Cc1sc2nc(CSc3ccccc3)nc(N3CCC(C(N)=O)CC3)c2c1C,-6,2,-5,0,1,-0.7,20,1.6,-0.89
Cc1cc(C)c(C(=O)CSc2nnc(N)s2)c(C)c1,-4,8,-6,-4,0,-0.7,-1,1.6,0.54
O=C(CN1C(=O)NC2(CCOc3ccccc32)C1=O)Nc1ccc(F)c(F)c1F (stereo unspecified),4,7,8,2,4,1.5,25,-0.4,0.16
CCOC(=O)CC1C(=O)NCCN1C(=O)c1c(F)cccc1F (stereo unspecified),11,10,-2,-23,-4,0.7,1,0.3,.
CC(C)c1ncc(C(O)c2ccccc2)n1C (stereo unspecified),1,5,-4,2,.,1.9,23,-0.3,0.05
COc1ccccc1/C=C/C(=O)Nc1cccc(C(C)=O)c1,-3,4,1,-3,15,-3.4,3,46,-0.74
COc1ccc(OCC(=O)C2CC2)c(C#N)c1,-1,3,-4,-2,15,4.9,19,0.4,0.043
CC(C)CNC(=O)NC(=O)COc1c(F)c(F)cc(F)c1F,-1,0,-2,-6,-5,3.9,1,0.5,-0.23
CCn1c(C)nc2cc(C(=O)N/N=C/c3ccccc3C)ccc21,5,3,-7,-2,10,-0.2,22,1.7,.
COCC(C)NC(=O)C1CC(c2cccc(Br)c2)=NO1 (stereo unspecified),-12,16,2,3,-7,-3.1,-1,-0.2,0.067
CCCc1nnc2n1N=C(c1ccc(OC)c(OC)c1)CS2,9,7,-5,-3,-7,-4.1,-1,8.8,.
CCC(=O)N(C1=C(NC(C)C)C(=O)c2ccccc2C1=O)C(C)C,.,8,-2,2,14,-3.4,0,-0.5,0.4
O=C(Nc1cc2c(cc1Cl)OCCO2)c1ccco1,5,25,13,15,0,-1.2,-1,-0.3,-0.27
CC1CCCC(NC(=O)CN(C)S(=O)(=O)c2cnc[nH]2)C1C (stereo unspecified),-7,5,-7,-5,11,1.5,16,2.3,-0.24
c1ccc(Cc2nnc(N3CCCCC3)c3ccccc23)cc1,-7,5,-12,-3,13,18,24,3.1,-2.4
O=S(=O)(Nc1ncn[nH]1)c1ccc(Cl)cc1,6,17,2,5,.,1.8,5,0.8,0.72
O=C(Nc1nnc(CSCc2ccc(F)cc2)s1)c1ccc([N+](=O)[O-])cc1,-11,17,-7,7,5,1.8,9,0.7,-0.87
O=C(c1cccc2ccccc12)N1CCN=C1SCc1ccc([N+](=O)[O-])cc1,-7,5,-6,3,11,-1.6,2,0.5,-1.2
O=C(COC(=O)c1ccc(Br)c(S(=O)(=O)N2CCOCC2)c1)NCC1CCCO1 (stereo unspecified),-2,9,-2,-3,2,0.6,4,2.3,0.059
CC1CN(CC(O)COC(c2ccc(Cl)cc2)c2ccc(Cl)cc2)CC(C)O1 (stereo unspecified),-11,29,-6,23,5,2.7,1,-0.2,0.8
CCOC(=O)Cc1nnc2c(Nc3ccc(C)cc3)nc3nonc3n12,5,-7,0,-10,4,-0.8,1,0.1,-0.92
Cc1nonc1CN(C)C(=O)CC1C(=O)NCCN1Cc1ccc(F)c(F)c1 (stereo unspecified),2,10,-4,-3,-3,1.1,18,1.4,-0.21

# Arranged by molar mass (high to low): some entries from above.
SMILES,KLK5 inh,FXIIa inh 1536,thrombin 1536,FXIa inh 1536,Rad51 HR inh,TNF necrop inh,Hck Nef HTS,zVAD death inh,KCC2 mod
O=C(Nc1nnc(CSCc2ccc(F)cc2)s1)c1ccc([N+](=O)[O-])cc1,-11,17,-7,7,5,1.8,9,0.7,-0.87
CC(C)CNC(=O)NC(=O)COc1c(F)c(F)cc(F)c1F,-1,0,-2,-6,-5,3.9,1,0.5,-0.23
O=C(Nc1cc2c(cc1Cl)OCCO2)c1ccco1,5,25,13,15,0,-1.2,-1,-0.3,-0.27

# A portion of the library (hit frequency here may not be typical).
